# mABHD4 FP = inhibitors of mouse ABHD4. Q8VD66. purified mABHD4, FP-Rh probe fluorescence polarization. inhibition, % at 8.92 µM. 0.54% of 370,000 active;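 active = inhibition exceeding the mean over every tested compound plus 3 SD, cut at about 30% in these data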;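 also: 0% = plate median of compound wells and 100% = S159A mutant with DMSO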
#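 Test system: mouse ABHD4 enzyme, wild type. Reagent: FP-Rh fluorescent activity-based probe, added after compound pre-incubation. Timing: pre-incubation 45 min, probe exposure 60 min, at 25 °C. Technique: FP readout, ex 525 nm / em 598 nm. Benchmarks: high control S159A mutant with DMSO, low control median of compound wells.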
# rCAG RNA binder = r(CAG) repeat RNA binding; TO-PRO-1 dye displacement fluorescence; inhibition, % at 3 µM; 1.3% of 370,000 active;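 active = inhibition above the plate cutoff, the mean of all test compounds on that plate plus 3 SD, cut at about 35% in these data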;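 also: 0% = DMSO alone and 100% = 100 µM mitoxantrone as full dye displacement; higher means more dye released from RNA so lower well fluorescence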
# GC-A act = GC-A (human) enzyme activation | P16066 | HEK293 GC-A cells, cGMP TR-FRET, EC30 ANP; 0% at EC30 ANP, 100% saturating ANP | activation, % at 10 µM | 0.14% of 370,000 active | AID 1671463; in the data active = activation above about 40%
# UHRF1 MBD2 ctr = human UHRF1 methylated DNA binding inhibitors; Q96T88; UHRF1 binding to methylated oligo, TR-FRET; inhibition, % at 4.4 µM; 0.75% of 370,000 active; in the data active = inhibition above about 21%;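 also: UHRF1 SRA domain binding a hemimethylated CpG hairpin DNA probe; 0% = median of test compound wells and 100% = reference inhibitor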
# MBD2 DNA inh = MBD2-methylated oligo binding inhibition; inhibition, % at 4.4 µM; Q9UBB5; AID 686964; 0.31% of 370,000 active; TR-FRET, MBD2 binding to methylated oligonucleotide; in the data active = inhibition above about 13%
# NPR2 activator = GC-B (human) receptor activation; P20594; HEK293-GC-B cells, CNP EC30, cGMP TR-FRET; 0% at EC30 CNP, 100% saturating CNP; activation, % at 10 µM; 0.11% of 370,000 active;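 active = activation at 10 µM reaching about 35% in either raw or pattern-adjusted values, limit read from the data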
# TCR CD3 inh = human TCR-CD3 binding inhibition. 0.37% of 360,000 active. TAMRA-labeled TCR probe fluorescence, biochemical. inhibition, % at 9.4 µM; in the data active = inhibition above about 19%;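 also: recombinant mutant TCR 2C K166C tagged with TAMRA read by polarization; 0% = receptor in buffer alone and 100% = receptor with positive control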
# SIAE inh = inhibitors of human sialic acid acetylesterase SIAE. 0.69% of 370,000 active. Q9HAT2. SIAE FP-Rh probe binding, fluorescence polarization. inhibition, % at 9.66 µM;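 active = inhibition above a cutoff: mean of compounds within the control limits plus 3 SD of those, cut at about 17% in these data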;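 also: 0% = plate median of compound wells and 100% = probe without SIAE protein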
# Target sequence (Q9HAT2 whole entry, looked up): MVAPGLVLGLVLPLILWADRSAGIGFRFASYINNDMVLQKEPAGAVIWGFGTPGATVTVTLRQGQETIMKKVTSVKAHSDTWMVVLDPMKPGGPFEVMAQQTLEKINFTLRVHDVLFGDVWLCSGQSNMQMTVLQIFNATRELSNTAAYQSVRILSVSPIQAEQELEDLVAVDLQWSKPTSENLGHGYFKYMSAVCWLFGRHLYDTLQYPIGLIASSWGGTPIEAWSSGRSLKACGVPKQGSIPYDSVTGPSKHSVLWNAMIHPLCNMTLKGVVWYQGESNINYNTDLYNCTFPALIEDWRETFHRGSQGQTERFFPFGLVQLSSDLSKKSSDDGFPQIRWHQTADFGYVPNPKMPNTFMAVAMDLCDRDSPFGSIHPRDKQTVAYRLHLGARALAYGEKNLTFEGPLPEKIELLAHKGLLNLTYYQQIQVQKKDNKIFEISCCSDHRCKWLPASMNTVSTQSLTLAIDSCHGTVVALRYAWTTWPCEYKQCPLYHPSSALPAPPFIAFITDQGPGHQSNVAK
# PRMT1 FP inh = PRMT1 (human) inhibition, primary screen. recombinant PRMT1, activity-based probe fluorescence polarization. 1.3% of 370,000 active. Q99873. inhibition, % at 2.79 µM;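 active = inhibition above about 21% made by adding two undisclosed values, limit read from the data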
# Target sequence (Q99873 whole entry, looked up): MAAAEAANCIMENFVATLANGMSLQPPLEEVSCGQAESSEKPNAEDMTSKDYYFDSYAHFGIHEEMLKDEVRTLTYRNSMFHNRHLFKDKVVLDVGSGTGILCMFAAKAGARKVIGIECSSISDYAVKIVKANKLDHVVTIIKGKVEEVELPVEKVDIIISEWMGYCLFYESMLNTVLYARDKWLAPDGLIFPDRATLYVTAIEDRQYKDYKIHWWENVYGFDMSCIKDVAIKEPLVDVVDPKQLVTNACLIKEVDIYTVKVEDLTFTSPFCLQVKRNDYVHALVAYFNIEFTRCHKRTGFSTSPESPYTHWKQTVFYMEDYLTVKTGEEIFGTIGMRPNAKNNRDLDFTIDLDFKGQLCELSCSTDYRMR
# HTRA1 inh = HTRA1 (human) protease inhibition; Q92743; recombinant HTRA1, FP-rhodamine activity-based probe, fluorescence polarization; inhibition, % at 5.96 µM; 0.5% of 340,000 active; AID 504803; in the data active = inhibition above about 36%;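 also: 0% = enzyme with DMSO and 100% = wells lacking enzyme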
# The depositor's hits bear a star; / = not tested or not shown. These rows are one share of the data; rates above refer to the full screens.
structure | mABHD4 FP | rCAG RNA binder | GC-A act | UHRF1 MBD2 ctr | MBD2 DNA inh | NPR2 activator | TCR CD3 inh | SIAE inh | PRMT1 FP inh | HTRA1 inh
Cc1cccc(NC(=O)CNC(=O)c2cc(S(=O)(=O)N(C)C)ccc2N2CCCC2)c1C | 5 | 10 | 3 | 0 | -3 | 5 | -6 | -4 | 3 | -9
COc1ccc(N2CCN(CCCn3c(=S)[nH]c4ncccc4c3=O)CC2)cc1 | 8 | -2 | -1 | -1 | 0 | -11 | -7 | 3 | 5 | 5
O=C(CCc1ccc(S(=O)(=O)N2CCOCC2)cc1)OCC(=O)c1ccccc1F | -10 | 0 | 0 | -3 | 3 | -1 | -2 | -5 | -4 | -1
Cc1ccc(Cn2ncc3c(N4CCN(c5ccc(C)cc5)CC4)ncnc32)cc1 | 4 | -1 | -8 | -1 | -1 | 0 | 11 | 4 | 0 | 4
COc1ccc(C2CC(=O)c3c([nH]c(C(=O)OC(C)C)c3C)C2)cc1OC (stereo unspecified) | 3 | -4 | 2 | 1 | 6 | -5 | -4 | 6 | 1 | -2
O=C(OCc1ccccc1)c1ccccc1 | -11 | 2 | 5 | -2 | -3 | -4 | -4 | -5 | -7 | -1
C/C(=N\NC(=O)c1nn(C)c(C)c1Br)c1cccc(NC(=O)c2ccoc2C)c1 | 4 | -2 | 21 | 3 | 0 | 27 | -2 | -2 | -1 | -4
O=C(CSc1nncs1)Nc1cc(-c2ccccc2)nn1-c1ccccc1 | -6 | -1 | 2 | -5 | 0 | -4 | 10 | -5 | 3 | -2
O=C(c1ccco1)N(Cc1cccnc1)C(c1ccccc1)c1nc2ccccc2[nH]1 (stereo unspecified) | -2 | 5 | -13 | -1 | -2 | -9 | -2 | 4 | 1 | /
Cc1ccc(C)c(NC(=S)NCC(c2ccccc2)N(C)C)c1 (stereo unspecified) | -2 | 28 | -1 | 1 | -3 | -3 | 1 | -3 | -3 | 2
CCc1cccc(N(C(=O)c2csnn2)C(C(=O)NC2CCCCC2)c2cccnc2)c1 (stereo unspecified) | 3 | -3 | -4 | 5 | 1 | -4 | 6 | -12 | 4 | -3
O=C1COc2ccc(C(=O)COC(=O)CCOc3ccccc3)cc2N1 | 1 | 4 | 0 | -1 | -2 | 5 | -11 | 1 | -2 | -4
Cc1ccc(S(=O)(=O)N2CCN(c3cnn(-c4ccccc4)c(=O)c3Cl)CC2)cc1 | 3 | -2 | -5 | -1 | -4 | -6 | 2 | 5 | -3 | 1
COC(=O)Cc1ccc(NC(=S)N2CCN(C(=O)C3CCCO3)CC2)cc1 (stereo unspecified) | 7 | -6 | 1 | 3 | 1 | 5 | 0 | 1 | 5 | -1
CCOC(=O)c1[nH]cnc1C(=O)Nc1ccncc1 | 9 | -3 | 4 | -1 | -7 | 1 | 0 | -3 | 1 | 5
O=C(COc1cccc2ccccc12)N/N=C/c1ccco1 | 0 | 5 | 1 | -3 | -9 | -10 | 6 | 7 | -2 | -7
Cc1nc(-c2cccc(NC(=O)c3cccc(S(=O)(=O)N4CCCC4)c3)c2)cs1 | -7 | 6 | 10 | 0 | 0 | 7 | 2 | -9 | 3 | -24
Cc1c(NC(=O)Nc2cccc(C(F)(F)F)c2)c(=O)n(-c2ccccc2)n1C | -1 | -4 | 3 | -3 | 4 | 2 | 3 | 2 | -3 | -4
C/C(=N\NC(=S)NC1CCCCC1)c1cccc(C(F)(F)F)c1 | -7 | -2 | -4 | 5 | 3 | 0 | -6 | 7 | -1 | 5
Cc1ccc(NC(=O)COC(=O)CN2C(=O)C3CCCCC3C2=O)cc1C (stereo unspecified) | 0 | -3 | 1 | 1 | -1 | 2 | 6 | -2 | -2 | 7
O=C(N/N=C/c1cn(-c2cccs2)nc1-c1ccccc1)c1ccccc1Cl | -91 | 13 | -2 | -5 | -2 | -2 | 3 | -107 | -1 | -65
CCOC(=O)C(NC(=O)N(C)C)(Nc1sc(C)c(CC)c1C#N)C(F)(F)F (stereo unspecified) | 8 | 0 | -1 | -4 | 0 | -2 | 0 | 7 | 1 | 8
CCCN1CN(Cc2ccccc2)CC2=C1CC(C)(C)CC2=O | -1 | -7 | 1 | 0 | 3 | -3 | 10 | 4 | -1 | -3
COc1cc(CNCCCN2CCOCC2)ccc1OCC(=O)Nc1cccc(C(F)(F)F)c1 | -1 | 2 | -7 | -1 | -1 | -3 | -9 | -1 | 2 | -3
CC1=CC(C)(C)n2c(O)c(N=NC(N)=S)c3cc(C)cc1c32 | 8 | 8 | -5 | 4 | -5 | 0 | -2 | 0 | 5 | 9
O=C(CSc1nnc(SCc2cccc3ccccc23)s1)Nc1ccc(S(=O)(=O)Nc2nccs2)cc1 | -90 | 80* | -5 | 0 | -3 | -2 | / | -87 | -5 | /
Cc1cc(C)c(C(=O)CSc2n[nH]c(-c3ccncc3)n2)c(C)c1 | -2 | 3 | -4 | -3 | 0 | -4 | 1 | 5 | -2 | -4
COC(=O)CNC(=O)CNC(=O)Nc1ccccc1Cl | 1 | 2 | 0 | 1 | 0 | 1 | -2 | 1 | -2 | -2
Cc1ccc(S(=O)(=O)N2CCCCC2)cc1C(=O)NCc1ccncc1 | 11 | 0 | 5 | -1 | 5 | -3 | 3 | 10 | -1 | -1
COc1cc(C2C(C(=O)c3cccs3)=C(O)C(=O)N2CCN2CCOCC2)cc(OC)c1OC (stereo unspecified) | 3 | -1 | 1 | 2 | -3 | -2 | -3 | 10 | -1 | 5

# A section from the list above:
structure | mABHD4 FP | rCAG RNA binder | GC-A act | UHRF1 MBD2 ctr | MBD2 DNA inh | NPR2 activator | TCR CD3 inh | SIAE inh | PRMT1 FP inh | HTRA1 inh
COc1cc(CNCCCN2CCOCC2)ccc1OCC(=O)Nc1cccc(C(F)(F)F)c1 | -1 | 2 | -7 | -1 | -1 | -3 | -9 | -1 | 2 | -3
CC1=CC(C)(C)n2c(O)c(N=NC(N)=S)c3cc(C)cc1c32 | 8 | 8 | -5 | 4 | -5 | 0 | -2 | 0 | 5 | 9
O=C(CSc1nnc(SCc2cccc3ccccc23)s1)Nc1ccc(S(=O)(=O)Nc2nccs2)cc1 | -90 | 80* | -5 | 0 | -3 | -2 | / | -87 | -5 | /
Cc1cc(C)c(C(=O)CSc2n[nH]c(-c3ccncc3)n2)c(C)c1 | -2 | 3 | -4 | -3 | 0 | -4 | 1 | 5 | -2 | -4
COC(=O)CNC(=O)CNC(=O)Nc1ccccc1Cl | 1 | 2 | 0 | 1 | 0 | 1 | -2 | 1 | -2 | -2
Cc1ccc(S(=O)(=O)N2CCCCC2)cc1C(=O)NCc1ccncc1 | 11 | 0 | 5 | -1 | 5 | -3 | 3 | 10 | -1 | -1
COc1cc(C2C(C(=O)c3cccs3)=C(O)C(=O)N2CCN2CCOCC2)cc(OC)c1OC (stereo unspecified) | 3 | -1 | 1 | 2 | -3 | -2 | -3 | 10 | -1 | 5

# Next section.
Molecule	mABHD4 FP	rCAG RNA binder	GC-A act	UHRF1 MBD2 ctr	MBD2 DNA inh	NPR2 activator	TCR CD3 inh	SIAE inh	PRMT1 FP inh	HTRA1 inh
CN1CCc2ccccc2Cc2[nH]c3ccccc3c2CC1	0	7	-8	-12	-3	-13	3	8	2	-1
O=C(c1cccs1)N1CCN=C1SCc1ccccc1	-1	0	1	0	-6	5	1	1	-1	1
CC(C)OCCCNC(=O)c1ccncc1	-4	-1	-1	0	6	0	-2	0	2	4
CCOc1ccc(-c2c(C(=O)N/N=C(\C)c3ccccc3OC)nnn2-c2nonc2N)cc1	-20	2	1	4	3	3	-1	1	1	-17
COc1ccc(Cl)cc1-c1nc(-c2ccc(Br)o2)no1	-1	2	2	0	2	8	8	-8	0	-2
O=C(CCCc1ccccc1)NCc1cccnc1	0	1	-5	0	2	-1	7	-4	-2	1
CC(=O)N(c1cccc(C)c1)S(=O)(=O)c1ccc(Cl)cc1	1	-2	5	1	3	-2	-6	-5	5	-6
Cc1nc(N2CCCC2)c2nnn(Cc3ccccc3Cl)c2n1	2	0	7	6	9	8	0	-8	1	6
CC(C)=CCC[C@H](C)C[C@@H]1Cc2[nH][nH]c(=O)c2[C@@H](c2ccc(F)cc2)O1	6	7	0	-3	-3	1	2	-3	2	/
Cc1ccc(NC(=O)C2C3/C=C\CCCCC32)cc1 (stereo unspecified)	-4	3	3	0	5	2	9	-2	3	-3
CS(=O)(=O)N(CC(=O)Nc1ccccc1Sc1ccccc1)C1CCCCC1	-3	-2	-14	-1	0	-19	1	0	-2	-14
COC(=O)[C@H]1[C@@H](C)N(Cc2ccccc2)C(=O)N[C@H]1c1cccc(C(F)(F)F)c1	6	-5	1	7	1	5	4	-1	-1	-8

# Three entries out of the list, arranged by formula weight, highest first.
Molecule	mABHD4 FP	rCAG RNA binder	GC-A act	UHRF1 MBD2 ctr	MBD2 DNA inh	NPR2 activator	TCR CD3 inh	SIAE inh	PRMT1 FP inh	HTRA1 inh
COC(=O)[C@H]1[C@@H](C)N(Cc2ccccc2)C(=O)N[C@H]1c1cccc(C(F)(F)F)c1	6	-5	1	7	1	5	4	-1	-1	-8
Cc1ccc(NC(=O)C2C3/C=C\CCCCC32)cc1 (stereo unspecified)	-4	3	3	0	5	2	9	-2	3	-3
O=C(CCCc1ccccc1)NCc1cccnc1	0	1	-5	0	2	-1	7	-4	-2	1

# New compounds follow:
Molecule	mABHD4 FP	rCAG RNA binder	GC-A act	UHRF1 MBD2 ctr	MBD2 DNA inh	NPR2 activator	TCR CD3 inh	SIAE inh	PRMT1 FP inh	HTRA1 inh
Cc1cc(C(=O)NC(C)C)on1	2	0	3	12	7	1	-6	2	2	-4
COc1ccccc1Nc1nc(N)nc(CN2CC(C)CC(C)C2)n1 (stereo unspecified)	2	1	-3	-1	0	5	1	3	-1	4
CCOc1ccc(N(Cc2ccc(OC)cc2)C(=O)c2ccco2)cc1	-1	-8	0	11	1	-2	-5	0	-1	-8
Cc1cccc(-c2nc(CS(=O)CC(=O)NC3CCCC(C)C3C)c(C)o2)c1 (stereo unspecified)	-1	3	-3	-3	-4	1	5	3	6	-7
CCOc1ccc(S(=O)(=O)Nc2cccc(C(=O)NCCCN3CCOCC3)c2)cc1	-11	-1	0	0	0	3	-4	-5	-1	4
O=C(CN1C(=O)CCSc2ccc(S(=O)(=O)N3CCCC3)cc21)Nc1ccccc1	6	5	0	0	-1	-2	-6	0	5	3
O=S(=O)(NCc1ccccn1)c1ccc(Br)s1	-2	2	0	1	-5	0	4	3	0	3
CN(C)/C=N/c1nc2nccc(-c3cccnc3)n2n1	1	2	1	-1	1	16	4	0	0	3
O=C(c1cccc(OC2CCN(Cc3ccc(F)cc3)CC2)c1)N1CCCC1	-6	-9	2	1	2	3	1	-3	0	1
O=C(NCC1CCCO1)/C(=C\c1ccccc1)NC(=O)c1ccccc1 (stereo unspecified)	2	-3	-2	-3	-3	-3	-6	5	-2	2
O=C(COC(=O)CCc1ccc(S(=O)(=O)N2CCCCC2)cc1)Nc1ccc2c(c1)OCO2	4	9	-2	-1	0	1	5	3	1	0
CCOC(=O)COc1cccc2c(=O)n(CC(=O)N3CCc4ccccc43)ccc12	-1	2	0	2	1	1	1	-10	1	-5
Cc1c(C(c2ccc(Br)cc2)c2c(C)n(C)n(-c3ccccc3)c2=O)c(=O)n(-c2ccccc2)n1C	2	-8	-1	0	0	2	1	-10	-1	6
COC1CCCCC1Nc1cccc(SC)c1 (stereo unspecified)	6	-2	2	-5	-6	0	2	0	0	-6

# High-throughput results: PubChem, several laboratories
